Screening results from PubChem.
ATG4B inhibitor – blocks human ATG4B protease cleavage of LC3 substrate | inhibition, % at 8.33 µM | ATG4B cleavage of LC3-PLA2, NBD-HPC fluorescence, 1 h | 340,000 tested, 0.51% active | Q9Y4P1; in the data active = inhibition above about 40%
Target sequence (Q9Y4P1 whole entry, looked up): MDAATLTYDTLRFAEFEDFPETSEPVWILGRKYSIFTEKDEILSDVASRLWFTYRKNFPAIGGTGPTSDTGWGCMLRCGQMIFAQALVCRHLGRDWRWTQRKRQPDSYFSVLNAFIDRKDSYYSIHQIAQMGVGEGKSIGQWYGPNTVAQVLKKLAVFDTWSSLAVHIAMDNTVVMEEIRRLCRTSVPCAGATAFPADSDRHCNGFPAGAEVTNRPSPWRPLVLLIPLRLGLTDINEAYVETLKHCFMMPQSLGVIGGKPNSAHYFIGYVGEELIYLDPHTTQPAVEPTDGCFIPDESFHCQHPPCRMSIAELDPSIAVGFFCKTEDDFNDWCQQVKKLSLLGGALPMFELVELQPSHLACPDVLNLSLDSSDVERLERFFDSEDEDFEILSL
APJ antag – antagonists of human APJ apelin receptor | inhibition, % at 20 µM | CHO-K1 APJ beta-arrestin complementation, luminescence | 330,000 tested, 0.32% active;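 active = inhibition above about 40% at 20 µM, limit read from the data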;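 also: cells challenged with 10 nM apelin-13 agonist together with compound; plate controls were apelin-13 plus DMSO wells for no effect and DMSO wells lacking apelin-13 for full effect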
EBI2 block – antagonists of human EBI2 receptor; AID 651636; inhibition, % at 5 µM; 360,000 tested, 0.81% active; P32249; EBI2 beta-arrestin recruitment, luminescence, 7a,25-OHC stimulated; in the data active = inhibition above about 38%;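 also: enzyme fragment complementation signal reports receptor beta-arrestin coupling in cells; 0% = agonist plus DMSO wells and 100% = wells without agonist; some results beyond the cut were filed as inactive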
Target sequence (P32249 whole entry, looked up, the tested form may be a part): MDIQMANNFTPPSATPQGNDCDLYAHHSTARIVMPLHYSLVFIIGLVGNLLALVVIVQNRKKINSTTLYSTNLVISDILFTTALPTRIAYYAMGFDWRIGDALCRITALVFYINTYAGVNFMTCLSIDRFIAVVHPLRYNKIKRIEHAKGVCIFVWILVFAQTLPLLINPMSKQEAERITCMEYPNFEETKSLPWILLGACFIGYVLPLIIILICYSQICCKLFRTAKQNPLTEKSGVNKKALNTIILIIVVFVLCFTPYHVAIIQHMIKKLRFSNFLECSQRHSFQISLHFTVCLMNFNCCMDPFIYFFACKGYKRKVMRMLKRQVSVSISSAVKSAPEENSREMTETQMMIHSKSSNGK
APJ agonist – APJ receptor agonism; 330,000 tested, 0.11% active; activation, % at 20 µM; CHO-K1 APJ PathHunter beta-arrestin, luminescence; 0% DMSO wells, 100% apelin; P35414;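 active = activation more than six SD over the plate average, tested at 20 µM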;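 also: 0% = DMSO alone and 100% = apelin-13 at 10 nM; some results filed as inactive read as strong as hits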
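Material: engineered CHO-K1 APJ arrestin reporter cells; amount: 1000 CHO-K1 reporter cells seeded per well; incubation: compound stimulation 90 min at 25 °C, detection 60 min; signal: luminescent beta-gal fragment complementation, chemiluminescent substrate; read-out basis: APJ agonist activity; controls: DMSO-only wells as negative, 10 nM Apelin-13 as positive control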
Gli-Sufu antag – antagonists of Gli-Sufu signaling. inhibition, % at 5 µM. Sufu-KO-LIGHT fibroblasts, Gli luciferase reporter luminescence. 340,000 tested, 0.74% active;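 active = inhibition above about 55%, limit read from the data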;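 also: 0% = DMSO-treated cells and 100% = wells with medium but no cells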
CXCR6 inh – blocks human CXCR6 beta-arrestin recruitment. 360,000 tested, 0.36% active. inhibition, % at 20 µM. AID 602244. CHO-K1 PathHunter CXCR6 beta-arrestin, luminescence. O00574; in the data active = inhibition above about 34%, passing the limit was not always enough;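 also: antagonist mode with CXCL16 agonist at 10 nM final; 0% = 10 nM CXCL16 with DMSO and 100% = unstimulated wells without agonist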
CCR6 antag – antagonists of human CCR6 receptor | inhibition, % at 20 µM | P51684 | CHO-K1 CCR6 PathHunter beta-arrestin, luminescence, CCL20-stimulated | 340,000 tested, 0.49% active;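 active = compounds whose inhibition of the agonist-driven luminescence signal at 20 µM reaches about 50%, limit read from the data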;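 also: cells stimulated with CCL20 at 14 nM final; plate controls were DMSO with CCL20 for no effect and DMSO without agonist for full effect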
UBC13 inh – human UBC13 polyubiquitination inhibition | AID 485273 | UBC13 polyubiquitin chain formation, TR-FRET | inhibition, % at 20 µM | 330,000 tested, 0.47% active | P61088; in the data active = inhibition above about 45%, passing the limit was not always enough
Target sequence (P61088 whole entry, looked up): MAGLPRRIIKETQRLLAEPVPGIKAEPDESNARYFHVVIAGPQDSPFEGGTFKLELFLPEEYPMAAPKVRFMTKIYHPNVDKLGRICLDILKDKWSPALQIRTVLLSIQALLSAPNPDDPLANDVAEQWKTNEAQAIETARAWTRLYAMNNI
Active calls of the source: *; · = no result given.

SMILES | ATG4B inhibitor | APJ antag | EBI2 block | APJ agonist | Gli-Sufu antag | CXCR6 inh | CCR6 antag | UBC13 inh
CCCCC[C@H]1CN(CCCC)C(=O)[C@@H]1CC(=O)NCc1ccc(OC)cc1 | 9 | 13 | 6 | 2 | 3 | 4 | 12 | 2
COc1ccc(S(=O)(=O)N2CCC(C(=O)NCc3cccnc3)CC2)cc1Cl | 1 | -1 | -12 | -3 | 4 | -6 | 6 | 7
Cc1ccnc(N=O)c1 | -3 | · | -7 | · | -21 | -4 | 12 | ·
O=Cc1cn(-c2ccccc2)nc1-c1ccccc1 | 27 | 3 | -14 | 1 | -35 | 3 | -10 | 3
C[C@@H]1CN([C@H](C)CO)C(=O)c2cccc(NS(=O)(=O)c3ccccc3)c2O[C@H]1CN(C)C | 0 | 5 | -3 | 0 | 18 | -3 | -5 | 8
CCOCCCN(C(=O)CCC(=O)Nc1cc(C)on1)C(C(=O)NC(C)(C)C)c1ccccc1Cl (centres undefined) | -3 | 15 | -10 | -3 | -21 | -6 | 8 | -1
O=C(Nc1ccccc1Oc1ccccc1)c1cccs1 | 3 | -8 | -16 | -2 | 5 | 10 | 12 | 4
CCOc1cc(S(=O)(=O)N(Cc2ccccc2)Cc2ccccc2)c(OCC)cc1-n1cnnn1 | -12 | · | 22 | · | 9 | 7 | 7 | ·
N#Cc1c2c(c(NCCOCCO)n3c1nc1ccccc13)CCCC2 | -11 | -11 | -8 | -5 | 7 | 5 | 0 | -14
COc1cccc(/C=C2\N=C(c3c(-c4ccccc4)noc3C)OC2=O)c1 | 2 | 13 | -8 | -1 | 4 | 3 | 7 | 5
COc1ccc(NC(=S)N2CCN(Cc3ccccc3)CC2)cc1 | -1 | -2 | 15 | 1 | 1 | -5 | 1 | 6
COc1ccc(N2CC(C(=O)OCC(=O)Nc3ccccc3C)CC2=O)cc1 (centres undefined) | -19 | -32 | 3 | -1 | 0 | 0 | 3 | -2
O=c1c([N+](=O)[O-])c(NC2CCCCC2)c2ccccc2n1-c1ccccc1 | 2 | 27 | -25 | -4 | 1 | 6 | 31 | 0
O=C(CN(Cc1ccc(Cl)cc1)C(=O)c1csnn1)NCc1ccccc1 | -13 | -5 | 18 | -2 | 3 | -6 | 11 | 5
COC(=O)Nc1nnc(CC(=O)Nc2ccccc2C)s1 | 7 | -3 | -5 | -2 | -12 | -3 | 3 | -2
Cc1ccc(C)c(C(=O)COC(=O)CCN2C(=O)C3C4CCC(C4)C3C2=O)c1 (centres undefined) | -1 | 1 | -2 | -2 | -7 | 10 | 8 | -4
CCOC(=O)Cc1csc(NC(=O)CSc2nnc(-c3ccncc3)o2)n1 | 11 | -30 | -10 | 1 | 4 | -7 | -14 | -5
COc1ccc2sc(-c3ccccc3OC)c(-c3ccc(OC)nc3)c2c1 | 1 | 6 | 8 | -3 | -11 | -6 | 4 | 12
Cc1cc2oc(=O)cc(CSc3nc(N)cc(N)n3)c2cc1C | -13 | 4 | -8 | -2 | -1 | 3 | 12 | -6
COc1ccc(/C=C/c2cc(-c3ccc(C)cc3)o[n+]2C)cc1 | 14 | -8 | -10 | -2 | 87* | -3 | 11 | 12
O=C(NCc1ccccc1)N1CCC(CO)(Cc2cccc(F)c2)CC1 | 21 | -5 | 13 | 1 | -2 | -3 | 6 | 16
Cc1ccc(OCC(=O)Nc2c(C)ccc3nsnc23)cc1 | -4 | 21 | 15 | 0 | -2 | 0 | 1 | 3
COc1cc(C(=O)N/N=C/c2sc(=O)n(-c3ccccc3)c2Cl)cc(OC)c1OC | -5 | -1 | 0 | -1 | 3 | -3 | 0 | 0
O=C(COc1ccc2c(C(F)(F)F)cc(=O)oc2c1)Nc1ccc2c(c1)OCCO2 | 7 | 16 | -7 | -4 | 3 | -3 | -15 | -4
CN(CC(=O)Nc1cccc(F)c1)C(=O)c1cc(-c2cccs2)nn1-c1ccccc1 | 0 | 12 | 10 | -3 | -8 | 4 | 1 | -7
CCOC(=O)c1cc2ccc(OC(=O)c3ccco3)cc2oc1=O | -1 | -34 | -5 | 0 | 3 | -6 | -19 | 18
CC(C)N1CCN(C(=O)c2ccc(NC(=O)c3ccc(Br)o3)cc2)CC1 | -5 | -3 | -4 | 2 | -2 | 3 | 4 | -1
CCn1c(CNC(=O)c2ccccc2F)nnc1SCC(=O)NC1CCCCC1C (centres undefined) | -12 | -12 | -10 | -3 | -4 | -14 | -1 | -10
CCOC(=O)C1=C(C)N=c2s/c(=C/c3cccc([N+](=O)[O-])c3O)c(=O)n2C1c1ccc(OC)cc1OC (centres undefined) | 12 | 57* | -5 | -7 | 5 | 41* | 64* | -143
CCC(CC)C(=O)Nc1nnc(SCC(=O)NC(C)(C)C)s1 | -9 | -11 | -1 | -3 | -5 | 7 | 3 | 12

Next part; the last 4 above are carried over.
SMILES | ATG4B inhibitor | APJ antag | EBI2 block | APJ agonist | Gli-Sufu antag | CXCR6 inh | CCR6 antag | UBC13 inh
CC(C)N1CCN(C(=O)c2ccc(NC(=O)c3ccc(Br)o3)cc2)CC1 | -5 | -3 | -4 | 2 | -2 | 3 | 4 | -1
CCn1c(CNC(=O)c2ccccc2F)nnc1SCC(=O)NC1CCCCC1C (centres undefined) | -12 | -12 | -10 | -3 | -4 | -14 | -1 | -10
CCOC(=O)C1=C(C)N=c2s/c(=C/c3cccc([N+](=O)[O-])c3O)c(=O)n2C1c1ccc(OC)cc1OC (centres undefined) | 12 | 57* | -5 | -7 | 5 | 41* | 64* | -143
CCC(CC)C(=O)Nc1nnc(SCC(=O)NC(C)(C)C)s1 | -9 | -11 | -1 | -3 | -5 | 7 | 3 | 12
O=C(NCCS(=O)(=O)NCc1ccc(F)cc1)c1ccccc1 | -2 | 27 | -2 | 3 | -14 | -4 | 18 | 3
Cc1cc(C)c(NC(=O)CN(c2ccccc2)S(=O)(=O)N(C)C)c(C)c1 | 0 | 14 | 5 | -4 | 5 | -2 | 14 | 11
O=[N+]([O-])c1ccc(/C=N/n2cn[nH]c2=S)cc1 | -1 | -81 | -14 | 4 | 6 | -13 | 3 | 3
O=C(CC1C(=O)NCCN1Cc1ccc(F)cc1Cl)NC1CCCCCCC1 (centres undefined) | -1 | 1 | 1 | 0 | 0 | 2 | 10 | -1
Cc1ccc(-n2c(C)cc(C(=O)CSc3nncs3)c2C)cc1 | -8 | 7 | 1 | 5 | -66 | -14 | 1 | -2
COc1ccc(C(=O)N/N=C/c2ccc(OC)c(COc3ccc(F)cc3F)c2)cc1 | 0 | -34 | 16 | 9 | -1 | -5 | 8 | -16
COc1ccc(Br)cc1C(=O)Nc1nnn(C)n1 | -11 | 1 | -7 | 1 | 1 | 3 | 3 | -2
CCCCn1c(N)c(N(C(=O)CSc2nnnn2-c2ccccc2)C2CCCC2)c(=O)[nH]c1=O | 1 | 2 | -5 | -6 | -8 | 5 | 5 | 0
O=C(Nc1ccc2[nH]c(=S)sc2c1)Nc1ccccc1F | -2 | 2 | -11 | -2 | -104 | 4 | 3 | 8
O=C(CSc1ncccn1)NCc1ccc(Cl)cc1 | 4 | 0 | 4 | -3 | -18 | 12 | 11 | 6
CCCc1noc2c1/C(=N\O)CC(CC(C)SCC)C2 (centres undefined) | -4 | 7 | -1 | -2 | -1 | 8 | 22 | 9
O=C1C=CC(=O)N1c1ccccn1 | -7 | · | -2 | · | 2 | -7 | -11 | ·
Cc1ccc(S(=O)(=O)CC(=O)Nc2ccc(S(=O)(=O)Nc3onc(C)c3C)cc2)cc1 | -21 | -13 | -15 | -1 | 4 | 4 | 9 | 0
CC(=O)Nc1ccc(NC(=O)c2ccc(-c3ccc([N+](=O)[O-])cc3)o2)cc1 | -3 | -82 | 1 | 17 | -2 | -2 | -11 | -18
O=C(CN1C(=O)C2C3C=CC(C3)C2C1=O)N1CC=C(c2ccccc2)CC1 (centres undefined) | 3 | 1 | 3 | 3 | -5 | 5 | -2 | 0
CCN(CC)C(=O)C1CCCN(C(=O)CCn2nnnc2CN2CCOCC2)C1 (centres undefined) | 4 | 0 | -4 | 0 | 0 | -15 | 0 | 1
O=C(NCCc1cn2ccccc2n1)C1CCCCC1 | 2 | -4 | -3 | -2 | 5 | -4 | 5 | -9
Cc1ccc(SCC(=O)NCc2ccccc2)cc1 | 6 | 8 | 18 | 0 | -5 | 6 | 1 | 6
O=c1[nH]c2cc3c(cc2cc1CN(CCO)S(=O)(=O)c1ccccc1)OCCO3 | 0 | 0 | -1 | -2 | -5 | 6 | 5 | 5
CCn1cc(-c2ccccc2)c(C(=O)O)c1-c1ccc(OC)cc1 | -9 | -85 | -11 | 5 | 5 | 2 | 6 | -11
COc1ccc(NC(=S)N(CCN(C)C)Cc2cccs2)cc1 | 8 | -1 | 8 | -4 | 4 | 6 | 14 | 18
N#C/C(=C\c1ccc(-c2ccccc2Cl)o1)C(=O)Nc1nc2ccccc2s1 | 36 | 25 | 1 | -4 | -4 | 14 | 24 | -37
Cc1ccccc1C(=O)N1CCN(c2ccc(NC(=S)NC(=O)c3cccs3)cc2)CC1 | -16 | 18 | -2 | -3 | -15 | -3 | 21 | 86*
Cc1cccc(C)c1NC(=O)CN | -1 | -12 | 1 | -7 | 3 | 5 | 5 | -12
Cc1ccc(/C=C/C(=O)N2CCc3ccccc32)o1 | -1 | 20 | 5 | 0 | -92 | 10 | 30 | -10
CC(=O)N1c2ccc(S(=O)(=O)N(C)CC(=O)N3CCCC3)cc2CC1C (centres undefined) | 7 | 5 | 9 | -2 | -12 | 0 | -2 | 3
CCCC1CC(CSC(=N)N)OC1=O (centres undefined) | 0 | -14 | -2 | -2 | 4 | 3 | 4 | 2
COc1cc2[nH]c(=S)n(C3CC3)c(=O)c2cc1OC | -3 | 5 | -2 | -5 | -3 | -2 | 6 | 5
C[C@H]1COC(=O)[C@@H](Cc2ccc(F)cc2)CC/C=C\C[C@H](CC(=O)NCCO)C(=O)N1 | -7 | 8 | -12 | 2 | 39 | -1 | 7 | -9
O=C(O)C(Cc1ccccc1)n1cccc1 (centres undefined) | 1 | -3 | -4 | 0 | 2 | -6 | -5 | 5
CCC(=Cc1ccccc1OC)c1ccncc1 | -4 | · | 10 | · | 0 | 0 | 2 | ·
CC(C)Nc1ccc(C(CC(N)=O)NC(=O)c2ccccc2)cc1[N+](=O)[O-] (centres undefined) | -3 | 18 | 7 | 8 | 7 | 12 | 4 | -71
Cc1nc(-c2ccc(F)cc2)c(CC(=O)N2CCN(S(=O)(=O)c3cccc([N+](=O)[O-])c3)CC2)s1 | -7 | 3 | 2 | 7 | 34 | -3 | -1 | -16
COC(=O)/C(=N/Nc1ccccc1)N1CCCc2ccccc21 | 0 | 5 | 13 | -4 | 2 | -1 | 23 | -2
CCN(C1CCCCC1)S(=O)(=O)c1ccc(-n2cnnn2)c(C)c1 | 6 | 8 | 8 | -3 | 7 | 8 | 4 | 8
CCOC(=O)Cc1csc(NC(=O)CSc2nnc(C(C)C)n2CC)n1 | 7 | 10 | -13 | -4 | -26 | -1 | 6 | -7
Nc1c2nc(-c3ccccc3Cl)[nH]c(=O)c2nc(=O)n1-c1ccccc1 | -8 | -5 | -3 | -3 | -19 | 6 | 1 | 8
CCN(CC)S(=O)(=O)c1cnccc1N1CCN(c2cccc(Cl)c2)CC1 | -5 | -1 | 16 | -1 | 14 | 7 | 16 | -1
Cn1ncc([N+](=O)[O-])c1C(=O)Nc1ccc(C2CCCCC2)cc1 | 8 | -2 | 2 | 2 | -58 | 10 | 7 | 7
CCOC(=O)C1CCN(Cc2cc(=O)oc3cc(C)c(Cl)cc23)CC1 | 0 | -4 | 10 | 0 | 22 | 4 | 9 | -13
Nc1ncncc1-c1ccc(Cl)cc1 | -6 | 24 | 4 | -4 | -1 | 5 | -8 | 4
COc1cc(/C=C/C(=O)OCC(=O)N2CCC(C)CC2)ccc1O | 2 | -54 | -5 | -5 | -7 | -4 | -1 | -5
